# TRb SRC2 PPI = qHTS for Inhibitors of the Interaction of Thyroid Hormone Receptor and Steroid Receptor Coregulator 2. TRbeta-SRC2 peptide binding, fluorescence polarization; receptor liganded with 1 µM T3. Potency, µM (doses to about 106 µM), inactives show top-dose activity change, negative = inhibition, usual class: inhibitors. 280,000 tested, 0.065% active. Thyroid hormone receptor beta (Homo sapiens), P10828;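 also: plate controls were bound peptide for no effect and peptide without receptor for full effect; nearly all actives have a fitted effect of over 50% in size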
#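 Human TRb LBD (0.6 uM) plus Texas Red-labeled SRC2 peptide (20 nM), 1uM T3, 5% DMSO, 5 hr at ambient temperature. Decreased polarization (555/632 nm) flags inhibition; data normalized to free and bound peptide controls.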
# LMNA splice mod = qHTS Assay for Modulators of Lamin A Splicing; HeLa LMNA splicing GFP/RFP minigene ratio, 48 h; Potency, µM (doses to about 46.1 µM), for the others: at the top dose ratio change, negative = inhibition, usual class: inhibitors; 200,000 tested, 0.01% active; AID 1487, 2009; active = well fitted inhibition curve with a large enough effect in the signal ratio, with a control signal flat, not every such curve was filed as active; inconclusive = small, poorly fitted or top-dose-only effect, or effect the other way, or a change in a side signal; the % refers to the signal ratio; also: % is scaled to controls: 0 for no effect and ±100 for the full control effect
#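 S3 HeLa cells stably expressing lamin A-EGFP splicing minigene plus DsRed2, 600 cells/well, 48 h compound exposure at 37C. Laser-scanning cytometry; analysed as GFP (500-530 nm)/RFP (575-640 nm) total intensity ratio; 0.5% DMSO vehicle.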
# SMN2 splice enh = qHTS Assay for Enhancers of SMN2 Splice Variant Expression; HEK293 SMN2-luciferase splicing reporter, luminescence, 30-36 h; AID 1458, 2008; 210,000 tested, 2.8% active; Potency, µM (highest dose often 46.1 µM), without a hit: top-dose activity change, positive = activation, hits mostly activators; also: % of control where 0% means no effect; nearly all actives have a fitted effect of over 55% in size
#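 HEK293 cells carry an SMN2 minigene-luciferase reporter in which exon 7 inclusion puts luciferase in frame. Cells were seeded at 2000 cells/well, attached for 10-12 hours, then exposed to compounds for 30-36 hours at 37C before ONE-Glo luminescence.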
# ALDH1A1 block = qHTS Assay for Inhibitors of Aldehyde Dehydrogenase 1 (ALDH1A1); Purified ALDH1A1, NADH fluorescence, propionaldehyde substrate; AID 1030, 2008; Aldehyde dehydrogenase 1A1 (Homo sapiens), P00352; 220,000 tested, 7.3% active; Potency, µM (doses to about 75.3 µM), inactives show top-dose activity, negative = inhibition, usual class: inhibitors; active = well fitted inhibition curve with a large enough effect, not every such curve was filed as active; inconclusive = small, poorly fitted or top-dose-only effect, or another doubt; inactive = no such curve, though single readings can be large or run the other way;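 also: plate controls were no enzyme wells and a reference inhibitor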
# KDM4E inh = qHTS Assay for Inhibitors of Human Jumonji Domain Containing 2E (JMJD2E). Potency, µM (top dose mostly 57.1 µM), inactives show at the highest dose activity change, negative = inhibition, hits mostly inhibitors. 230,000 tested, 1.6% active. AID 2147, 2009. JMJD2E catalytic domain, FDH-coupled NADH fluorescence (FDH is formaldehyde dehydrogenase). Lysine-specific demethylase 4E (Homo sapiens), B2RXH2; active = well fitted inhibition curve with a large enough effect, not every such curve was filed as active; inconclusive = small, poorly fitted or top-dose-only effect, or another doubt; inactive = no such curve, though single readings can be large or run the other way;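 also: 0% = wells with enzyme and -100% = buffer wells without enzyme; nearly all actives have a fitted effect of over 50% in size; many of its hits are not listed in these tables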
# TexasRed fluor = Total Fluorescence Counterscreen for Inhibitors of the Interaction of Thyroid Hormone Receptor and Steroid Receptor Coregulator 2; TRb/SRC2 Texas Red total fluorescence interference; Potency, µM (highest dose often 106 µM), for inactives: at the highest dose fluorescence change, negative = quenching; 280,000 tested, 0.29% active; active = well fitted curve in either direction with a large enough effect; inconclusive = small, poorly fitted or top-dose-only effect; also: % is scaled to controls: 0 for no effect and ±100 for the full control effect
#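 Human TRβ ligand-binding domain (0.6 uM) and Texas Red SRC2 peptide (20 nM) in Tris buffer with 1 uM T3 and 5% DMSO were incubated with pinned compound for 5 hr at ambient temperature. Total fluorescence was computed as S + 2P (555/632 nm).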
# GoLoco inh red = qHTS Assay for Inhibitors of RGS12 GoLoco Motif Activity (Red Fluorophore) | Gai1:RGS12 GoLoco peptide FP, rhodamine, 10 min | Potency, µM (doses to about 61.6 µM), for the others: top-dose activity, negative = inhibition, most hits filed as inhibitors | 230,000 tested, 0.44% active; active = well fitted inhibition curve with a large enough effect, not every such curve was filed as active; inactive = no such curve, though single readings can be large or run the other way; also: % is scaled to controls: 0 for no effect and ±100 for the full control effect; nearly all actives have a fitted effect of over 30% in size; many of its hits are not listed in these tables
# Target sequence (P63096 whole entry, looked up): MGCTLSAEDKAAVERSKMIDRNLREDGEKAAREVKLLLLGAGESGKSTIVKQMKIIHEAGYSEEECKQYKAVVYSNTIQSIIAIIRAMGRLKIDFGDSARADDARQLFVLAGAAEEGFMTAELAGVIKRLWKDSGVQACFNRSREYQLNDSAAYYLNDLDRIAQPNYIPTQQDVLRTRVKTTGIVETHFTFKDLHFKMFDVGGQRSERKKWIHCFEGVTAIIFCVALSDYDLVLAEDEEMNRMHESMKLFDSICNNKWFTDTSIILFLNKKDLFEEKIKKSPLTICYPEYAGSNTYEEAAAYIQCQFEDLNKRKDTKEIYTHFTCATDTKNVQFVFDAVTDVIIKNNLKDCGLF
# RECQ1 helicase = qHTS Assay for Inhibitors of RecQ-Like Dna Helicase 1 (RECQ1). AID 2549, 2010. ATP-dependent DNA helicase Q1 (Homo sapiens), P46063. RECQ1 DNA unwinding, red fluorescence kinetic read. Potency, µM (titrated, usually from 57.3 µM), inactives show top-dose activity, negative = inhibition, usual class: inhibitors. 240,000 tested, 0.54% active;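 also: plate controls were vehicle for no effect and no enzyme for full effect; nearly all actives have a fitted effect of over 30% in size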
# Target sequence (P46063 whole entry, looked up): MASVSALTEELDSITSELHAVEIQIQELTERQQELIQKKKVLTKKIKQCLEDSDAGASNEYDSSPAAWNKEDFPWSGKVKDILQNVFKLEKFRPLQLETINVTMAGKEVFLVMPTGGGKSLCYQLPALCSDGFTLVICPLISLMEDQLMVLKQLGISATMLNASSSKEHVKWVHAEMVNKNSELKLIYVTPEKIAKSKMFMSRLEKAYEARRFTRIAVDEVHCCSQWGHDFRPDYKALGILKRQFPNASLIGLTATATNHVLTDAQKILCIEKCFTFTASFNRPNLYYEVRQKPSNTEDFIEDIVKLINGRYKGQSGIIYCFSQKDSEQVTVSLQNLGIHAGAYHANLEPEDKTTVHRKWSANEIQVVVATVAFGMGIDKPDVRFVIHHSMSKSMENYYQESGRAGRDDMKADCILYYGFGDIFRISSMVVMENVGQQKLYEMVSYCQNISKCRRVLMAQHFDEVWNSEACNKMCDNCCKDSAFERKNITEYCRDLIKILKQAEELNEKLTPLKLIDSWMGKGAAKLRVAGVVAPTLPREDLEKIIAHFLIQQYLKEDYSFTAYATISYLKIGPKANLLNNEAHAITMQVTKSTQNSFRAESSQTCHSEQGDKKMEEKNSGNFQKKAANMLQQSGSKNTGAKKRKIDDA
#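 RECQ1T1 50 nM; forked duplex (20 bp + 30-nt ss tails) 200 nM, ATP 2 mM final; pH 8.0, 2 mM MgCl2, 2.5 ug/ml poly(dI-dC); 15 min compound preincubation; discontinuous kinetic read over 2 h at RT.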
# Starred values were filed as active, the others as inactive; i = inactive; ? = inconclusive; · = not tested or not shown; & = joins results of further samples; [ ] = dose if it differs, or a comment. Unless noted, calls follow the shape of the dose curve; as a rule, active = well fitted curve in the direction sought with a large enough effect; inconclusive = small, poorly fitted or top-dose-only effect, or another doubt; inactive = no such curve, though single readings can be large; an effect the other way counts as inactive or inconclusive. Potency is read from the fitted curve at half-maximal effect.
mol	TRb SRC2 PPI	LMNA splice mod	SMN2 splice enh	ALDH1A1 block	KDM4E inh	TexasRed fluor	GoLoco inh red	RECQ1 helicase
O=C(O)CC/C(=C\c1cc([N+](=O)[O-])ccc1Cl)c1nc2ccccc2s1	-3%	?	-7%	?	-3%	-5%	13%	4%
O=C1CC(c2cccnc2)=NN1c1ccccc1	-4%	3%[46 µM]	13%	15%	?	-6%	11%	i
Clc1ccc(OCCCN2CCCC2)cc1Cl	2%	-2%	-18%	?	?	-7%	-12%	-1%
Cn1c(O)c(C=NCC2CCNCC2)c(=O)n(C)c1=O	-5%	8%	-5%	-10%	?	-2%	-7%	-4%
CN(C)c1ccc(C(=O)c2ccc(N(C)C)cc2)cc1	3%[201 µM]	?	-18%	28µM*	-6%	-7%[201 µM]	-3%	i
O=C1NC2NC(=O)N([N+](=O)[O-])C2N1 (stereo unspecified)	-10%	·	·	0%	1%	-1%	-7%	-2%
CNCCc1cnc[nH]1	-2%&-8%&6%	·	-8%	-6%	-10%	-3%&-4%&-1%	0%&-5%	16%&-8%
COC(=O)C(C)Oc1cc(C)cc2oc(=O)c3c(c12)CCC3 (stereo unspecified)	4%	?	27%	?	-6%	2%	-2%	-6%
Clc1cccc(CN2CCCCC2c2cccnc2)c1 (stereo unspecified)	3%	0%	-32%[inhibitor]	?	?	0%	5%	-10%
COc1cccc(-n2c(CN3CCN(C)CC3)nc3ccc([N+](=O)[O-])cc3c2=O)c1	2%	-16%	-23%	8%	-9%	-2%	21%	8%
CCC(=NCc1cccnc1)c1c(O)n(Cc2ccccc2)c(=O)[nH]c1=O	-1%	1%	-3%	?	3%	-2%	8%	i
COc1cc(/C=C2\C(=O)NC(=O)N(c3ccccc3)C2=O)c([N+](=O)[O-])cc1OC	-3%	-11%[46 µM]	0%	?	65%[activator]	-3%	19%	15%
O=C(c1c[nH]cc1-c1ccccc1)c1cccc2ccccc12	4%	8%	-19%	16%	5%	-1%	-6%	-12%
CC[C@@]1(O)C(=O)OCc2c1cc1n(c2=O)Cc2cc3c(NC(=O)CN)cccc3nc2-1	-7%	·	-71%[inhibitor][9.22 µM]	115%[activator][13.5 µM]	?	-4%	5%[14.2 µM]	1%
CC(=O)Nc1ccc2c(c1)CC1(C(=O)N(C)C(=O)N(C)C1=O)C1CCCN21 (stereo unspecified)	1%	-2%	-3%	?	?	1%	19%	-5%
O=C1CC(=O)N(c2ccc(Cl)cc2Cl)C(=O)N1	7%	-5%	10%	7%	-2%	2%	21%	-2%
CCCC1C(C#N)=C(N)Oc2c1c(=O)oc1ccccc21 (stereo unspecified)	11%	-12%	-5%	3%	?	0%	14%	-4%
O/N=C/c1c[nH]c2ccccc12	3%	-7%	9%	8%	8%	0%	9%	-6%
Cc1cccnc1NC1=NCC(C)S1 (stereo unspecified)	-1%	0%	12%	7%	-1%	-4%	11%	-1%
CCOC(=O)C(NC(C)=O)C(OC(C)=O)c1cccc(N(CCCl)CCCl)c1 (stereo unspecified)	13%	?	-61%[inhibitor]	6%	1%	0%	-3%	1%
C=CCn1c(O)c(C(CC)=NCCc2c[nH]c3ccccc23)c(=O)[nH]c1=O	-6%	·	·	·	-1%	-2%	3%	-15%
Cc1ccccc1-n1c(O)c(/C=N/NC(=O)c2ccncc2)c(=O)[nH]c1=O	3%	·	·	·	?	0%	-4%	-11%
c1ccc(N2CCCC3(CCNCC3)C2)cc1	·	·	-23%	?	·	·	-4%	-1%
Cc1cc(C(C)(C)C)cc(C)c1CC1=NCCN1	-3%	?	-17%	2%	5%	-1%	-1%	-2%
CSc1ccccc1C(=O)C1CCCN(Cc2ccccn2)C1 (stereo unspecified)	-8%	-23%[46 µM]	·	-3%	0%	1%	-1%	-11%
Cc1ccc(CS(=O)(=O)Cc2ccc(C(=O)N3CCC4(CC3)OCCO4)o2)cc1	-22%	0%	-8%	?	8%	2%	2%	0%
O=C1CN=C(c2ccccc2F)c2cc(Cl)ccc2N1	-3%	?	-27%	-2%	-3%	-1%	-9%	-14%
CCn1c(O)c(C=NCc2ccccc2)c(=O)[nH]c1=S	-1%	·	?	8%	0%	0%	9%	-1%
CN1CCC(O)(c2ccccc2)C2CCCC21 (stereo unspecified)	1%	7%	·	-2%	2%	2%	3%	i
COc1ccc(CNC(=O)/C=C/c2ccc3[nH]cc(CCN(C)C)c3c2)cc1	0%&6%	?	14%	?	-3%&-17%	-1%&-2%	8%&6%	-4%

# Some of the entries so far, with two lines to a compound.
# Fields – TRb SRC2 PPI	LMNA splice mod	SMN2 splice enh	ALDH1A1 block	KDM4E inh	TexasRed fluor	GoLoco inh red	RECQ1 helicase
O=C(O)CC/C(=C\c1cc([N+](=O)[O-])ccc1Cl)c1nc2ccccc2s1
→ -3%	?	-7%	?	-3%	-5%	13%	4%
O=C1CC(c2cccnc2)=NN1c1ccccc1
→ -4%	3%[46 µM]	13%	15%	?	-6%	11%	i
Clc1ccc(OCCCN2CCCC2)cc1Cl
→ 2%	-2%	-18%	?	?	-7%	-12%	-1%
Cn1c(O)c(C=NCC2CCNCC2)c(=O)n(C)c1=O
→ -5%	8%	-5%	-10%	?	-2%	-7%	-4%
CN(C)c1ccc(C(=O)c2ccc(N(C)C)cc2)cc1
→ 3%[201 µM]	?	-18%	28µM*	-6%	-7%[201 µM]	-3%	i
O=C1NC2NC(=O)N([N+](=O)[O-])C2N1 (stereo unspecified)
→ -10%	·	·	0%	1%	-1%	-7%	-2%
CNCCc1cnc[nH]1
→ -2%&-8%&6%	·	-8%	-6%	-10%	-3%&-4%&-1%	0%&-5%	16%&-8%
COC(=O)C(C)Oc1cc(C)cc2oc(=O)c3c(c12)CCC3 (stereo unspecified)
→ 4%	?	27%	?	-6%	2%	-2%	-6%
Clc1cccc(CN2CCCCC2c2cccnc2)c1 (stereo unspecified)
→ 3%	0%	-32%[inhibitor]	?	?	0%	5%	-10%
COc1cccc(-n2c(CN3CCN(C)CC3)nc3ccc([N+](=O)[O-])cc3c2=O)c1
→ 2%	-16%	-23%	8%	-9%	-2%	21%	8%

# Later entries
mol	TRb SRC2 PPI	LMNA splice mod	SMN2 splice enh	ALDH1A1 block	KDM4E inh	TexasRed fluor	GoLoco inh red	RECQ1 helicase
O=C1NC(=O)C(CCc2ccncc2)(Cc2cccc(Cl)c2Cl)C(=O)N1c1ccc(Br)cc1 (stereo unspecified)	0%	?	1%	6%	8%	-2%	5%	-16%
Cc1ccc(OCC(=O)Nc2ccc(Cl)cc2C(=O)c2ccccc2)cc1	1%&1%	-12%	9%&-21%	-7%	-4%	?	2%	-2%
CC12CN3CCN(CC(C3)C1O)C2 (stereo unspecified)	3%	5%	-10%	-8%	-7%	-1%	5%	-7%
C=C1C[C@@H]2[C@H](CC[C@]3(C)C(=O)CC[C@@H]23)[C@@]2(C)C=CC(=O)C=C12	-4%	18%[46 µM]	·	·	6%	0%	-3%	i
CC(=NCC1CCCO1)c1c(O)n(Cc2ccccc2)c(=O)[nH]c1=O (stereo unspecified)	-8%	7%	-8%	-1%	-8%	-5%	48%[activator]	-6%
C[n+]1c(-c2ccccc2)cc(-c2ccc(O)cc2)cc1-c1ccccc1	-3%	-23%[46 µM]	6%	4%	-4%	-2%	13%	i
Cc1ccccc1NC(=O)CCl	10%	·	·	·	6%	3%	11%	-6%
COCCCNC(=O)c1c(NC(=O)c2ccco2)n(Cc2ccccc2)c2nc3ccccc3nc12	-1%	12%	0%	?	?	0%	4%	i
O=[N+]([O-])c1ccccc1-c1ccccc1	5%	·	6%	?	·	-2%	5%	17%
CCOP(=O)(OCC)OCC	-1%[201 µM]	·	-1%	-5%	·	-4%[201 µM]	3%	-6%
Cc1cccc(C)c1OCc1n[nH]c(=S)n1N	7%	?	8%	25µM*	-16%	0%	1%	i
O=C(c1cccc(C(F)(F)F)c1)C1CCCN(Cc2ccccc2O)C1 (stereo unspecified)	-4%	1%[46 µM]	·	2%	-11%	0%	7%	-14%
CCNCC1(c2ccc(OC)c(OC)c2)CCCC1	4%	-3%	28%	6%	-8%	-4%	-5%	-6%
O=C1C2CCCN2C(c2cccnc2)N1c1ccc(Cl)c(Cl)c1 (stereo unspecified)	4%	-2%	9%	-4%	3%	-3%	1%	-6%
NC(=O)CI	4%	?	-13%	28µM*	32µM*	-11%	-82%	?
O=C(Cc1ccccc1)N1CCN(CC2CC=CCC2)CC1 (stereo unspecified)	6%	-2%	13%	13µM*	?	0%	-12%	10%
CC1OC(NCCc2ccccc2)C(O)C(O)C1O (stereo unspecified)	-18%	-8%	·	?	-6%	0%	-5%	i
O=c1oc2ccccc2n1CCCOc1ccccc1	-4%	-13%	11µM*	-13%	1%	-3%	2%	-5%
COc1ccc(CNC(=O)c2ccc(C(C)C)cc2)cc1	8%	·	13µM*	?	-1%	-2%	1%	18%

# Some of the compounds tested, so the mix of outcomes need not match the whole.
